HUVEC tox TNFa: toxic to HUVEC cells under TNF alpha stimulation; HUVEC TNFalpha-stimulated, Hoechst cell count, imaging; cell count reduction, % at 2 µM; actives 0.17% (n = 93,000); AID 848;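 active means cell count reduction exceeding the screen mean by over 5 SD, scaled to untreated wells per plate, cut at about 78% in these data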;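 further: cells counted after 24 h of TNF alpha exposure following the 1 h pretreatment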
VCAM1 TNFa inh: reduces TNF alpha induced VCAM1 expression in HUVEC. HUVEC TNFa-induced VCAM-1 immunofluorescence, high-content imaging. inhibition, % at 2 µM. actives 0.48% (n = 95,000). AID 802;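 active means inhibition above the batch mean plus 3 SD, with images confirmed as a hit by eye, cut at about 37% in these data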;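 further: 0% = TNF-stimulated DMSO wells and 100% = unstimulated control wells; not every result past the cut was called active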
ERa coact inh: ER-alpha (human) coactivator binding inhibition. actives 1.7% (n = 86,000). inhibition, % at 25.6 µM. P03372. TR-FRET ER-alpha LBD / SRC-1 peptide, estradiol-bound; in the data active means inhibition above about 50%;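 further: 0% = receptor plus peptide control and 100% = peptide only without receptor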
LYP act: increases human PTPN22 phosphatase activity; activation, % at 2 µM; AID 697; recombinant LYP, DiFMUP fluorescence; 0 = plate median, 100 = signal doubled; actives 0.11% (n = 96,000);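 active means activation at 2 µM above a set limit, the mean plus 5 SD, cut at about 37% in these data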
Target sequence (Q9Y2R2 whole entry, looked up): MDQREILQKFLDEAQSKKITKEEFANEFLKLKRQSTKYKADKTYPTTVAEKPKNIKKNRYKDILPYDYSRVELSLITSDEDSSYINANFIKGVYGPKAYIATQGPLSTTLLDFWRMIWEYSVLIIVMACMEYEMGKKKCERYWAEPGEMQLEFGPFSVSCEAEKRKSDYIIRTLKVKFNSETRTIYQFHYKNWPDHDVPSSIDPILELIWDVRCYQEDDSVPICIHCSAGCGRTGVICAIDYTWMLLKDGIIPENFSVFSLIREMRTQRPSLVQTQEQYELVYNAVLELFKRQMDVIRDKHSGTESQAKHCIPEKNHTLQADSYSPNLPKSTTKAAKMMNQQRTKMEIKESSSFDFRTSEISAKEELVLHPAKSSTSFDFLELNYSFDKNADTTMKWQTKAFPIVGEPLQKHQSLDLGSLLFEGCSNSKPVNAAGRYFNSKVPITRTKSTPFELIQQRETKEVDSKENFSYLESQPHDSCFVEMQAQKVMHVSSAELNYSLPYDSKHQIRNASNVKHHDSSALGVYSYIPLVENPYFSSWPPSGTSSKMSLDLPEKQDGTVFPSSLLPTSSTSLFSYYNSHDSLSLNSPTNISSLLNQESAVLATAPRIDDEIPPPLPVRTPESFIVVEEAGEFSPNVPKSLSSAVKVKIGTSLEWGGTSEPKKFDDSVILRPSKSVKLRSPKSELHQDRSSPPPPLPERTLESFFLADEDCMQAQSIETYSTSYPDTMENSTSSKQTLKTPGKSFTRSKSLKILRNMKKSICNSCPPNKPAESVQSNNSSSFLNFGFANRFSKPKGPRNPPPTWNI
Pyk2 oligo antag: Pyk2 (human) oligomerization antagonism. Q14289. Q293 cells, Pyk2 FERM NanoBiT luminescence; stronger effect = lower value. z-score (the deposit names both 25 µM and 10 µM). actives 0.83% (n = 99,000). AID 1347419;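 active means Z-score of -3 or lower, scaled per plate to the spread of control and sample wells; inactive means z-score above -3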;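 further: negative z-score means lost luminescence so less FERM oligomerization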
F-actin modifier: alters cytoskeleton assembly in HUVEC cells; AID 836; HUVEC TNFa F-actin phalloidin imaging, high content; actives 0.18% (n = 91,000); inhibition, % at 2 µM;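 active means inhibition above the batch mean plus 3 SD and confirmed as a hit by visual image inspection, cut at about 30% in these data, passing the limit was not always enough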; further: strong numbers were not always called active
HUVEC tox IL1B: toxic to HUVEC cells under IL-1B stimulation; HUVEC cell count loss, Hoechst imaging, IL-1B stimulated; cell count reduction, % at 2 µM; actives 0.41% (n = 94,000); AID 845;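 active means cell count reduction more than 3 SD above the screen-wide mean, cut at about 70% in these data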;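 further: normalized per plate to untreated control cells as the no-loss baseline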
FAK inh: FAK (human) kinase inhibition; actives 0.84% (n = 97,000); AID 727; biochemical FAK kinase activity assay; inhibition, %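 (tested at 7 µM)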; Q05397; in the data active means inhibition above about 19%;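 further: 0% = DMSO and 100% = reference compound high control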
LYP inh 2: blocks human PTPN22 phosphatase activity; actives 0.21% (n = 96,000); recombinant LYP catalytic domain, DiFMUP fluorescence; AID 640; inhibition, % at 2 µM;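 active means inhibition at 2 µM at or above a set limit, the screen mean plus 3 SD, cut at about 24% in these data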;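 further: 0% = DMSO with enzyme and 100% = enzyme fully blocked by orthovanadate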
Starred values were filed as active, the others as inactive; / = no result given; [ ] = remark or other dose.

The line under a structure holds: HUVEC tox TNFa, VCAM1 TNFa inh, ERa coact inh, LYP act, Pyk2 oligo antag, F-actin modifier, HUVEC tox IL1B, FAK inh, LYP inh 2
> Cc1ccc(CNC(=O)C2c3ccccc3C(=O)N3CCc4ccccc4C23)o1 (configuration not stated)
  -11, 5, 7, 0, 0.29, 11, -12, 2, -1
> OCCN1CCN(Cc2cc(Br)cc(Br)c2O)CC1
  20, 0, -13, -12, 0.13, /, -55, 2, 11
> OCCN1CCN(CC(O)COCc2ccc3c(c2)OCO3)CC1 (configuration not stated)
  -9, 25, -24, 7, -0.31, -7, 48, -2, -6
> CCOC(=O)c1c(C)[nH]c(C(=O)Cn2nnc(-c3ccc(Cl)cc3)n2)c1C
  -33, 2, -3, -8, 1.1, 5, -13, 1, 9
> COc1ccc(-n2c(=S)[nH]c3cc(C(=O)NCCCN4CCCC4=O)ccc3c2=O)cc1OC
  17, 8, -5, 21, 0.11, -19, -2, 2, -20
> CCCn1c(SCC#N)nc2c(c1=O)C1(CCCC1)Cc1ccccc1-2
  -12, 8, -5, 11, -1.2, 9, 93*, -2, -14
> CCn1c(SCC(=O)Nc2ccc3c(c2)c2ccccc2n3CC)nnc1-c1ccco1
  -6, -10, 63*, -11, -0.53, -8, 11, 30*, 14
> N#Cc1ccc(Oc2nc(Nc3ccc(F)cc3)nc(N3CCCC3)n2)cc1
  1, -6, 10[fluorescence artefact?], -6, -0.93, -4, 13, 0, 8
> Cc1cc2cc(CNC(=O)C3CC3)ccc2n1C
  -7, -3, /, 0, -0.26, 5, -5, 4, -3
> CC(=O)c1cccc(NC(=O)N2CCCC2C(=O)Nc2cccc(C)c2)c1 (configuration not stated)
  -20, 10, 0, 5, -0.34, -2, -8, -5, -5

The line under a structure holds: HUVEC tox TNFa, VCAM1 TNFa inh, ERa coact inh, LYP act, Pyk2 oligo antag, F-actin modifier, HUVEC tox IL1B, FAK inh, LYP inh 2
> O=C(CSc1nc(-c2ccccc2)nc2c1CCCC2)N1CCOCC1
  -18, 2, 18, -3, 0.49, 15, -2, -2, 7
> Cc1ccc(NS(=O)(=O)c2ccc(CCC(=O)NC3CC3)cc2)cc1
  -6, 0, 6[fluorescence artefact?], -2, 1.8, 2, 2, 1, 1
> CC(=NCCCn1ccnc1)c1c(-c2ccccc2)[nH]n(-c2nc3ccccc3s2)c1=O
  -7, -20, 18, -17, -0.68, /, 2, 1, 18
> O=C(c1ccco1)N1CCN(c2ncnc3c2cnn3-c2ccccc2)CC1
  -26, -1, 2, -2, 0.9, 12, -32, -1, 4
> COc1ccc(Cc2nnc(SC)[nH]c2=O)cc1OC
  -13, 9, -5, 6, -1.4, -9, -25, -1, -8
> COC(=O)c1cc(NC(=O)CSc2nnc(CN3CCOCC3)n2C)ccc1Cl
  9, 5, 4, -4, 1.3, -16, -14, 6, 2
> Cc1cccc(NC(=O)CSc2nccn2C)c1
  5, -6, -7, -5, 0.56, -14, 6, -1, 7
> CCc1ccc(NC(=O)N(CCCOC(C)C)C2CCN(C(C)=O)CC2)cc1
  -9, 18, 4[fluorescence artefact?], -4, 1.6, -9, 11, -5, 1
> COc1ccc2nc(N3CCCC(O)C3)c(C#N)cc2c1 (configuration not stated)
  4, -6, -4, -6, 0.09, -28, -11, -2, 4
> CC(C)OCCCNC(=O)c1cccs1
  0, 18, -9, 3, 0.84, 11, -9, 1, 1

3 of the compounds above, field by field:
COc1ccc(Cc2nnc(SC)[nH]c2=O)cc1OC
  HUVEC tox TNFa: -13
  VCAM1 TNFa inh: 9
  ERa coact inh: -5
  LYP act: 6
  Pyk2 oligo antag: -1.4
  F-actin modifier: -9
  HUVEC tox IL1B: -25
  FAK inh: -1
  LYP inh 2: -8
COC(=O)c1cc(NC(=O)CSc2nnc(CN3CCOCC3)n2C)ccc1Cl
  HUVEC tox TNFa: 9
  VCAM1 TNFa inh: 5
  ERa coact inh: 4
  LYP act: -4
  Pyk2 oligo antag: 1.3
  F-actin modifier: -16
  HUVEC tox IL1B: -14
  FAK inh: 6
  LYP inh 2: 2
Cc1cccc(NC(=O)CSc2nccn2C)c1
  HUVEC tox TNFa: 5
  VCAM1 TNFa inh: -6
  ERa coact inh: -7
  LYP act: -5
  Pyk2 oligo antag: 0.56
  F-actin modifier: -14
  HUVEC tox IL1B: 6
  FAK inh: -1
  LYP inh 2: 7

Further compounds follow:
The line under a structure holds: HUVEC tox TNFa, VCAM1 TNFa inh, ERa coact inh, LYP act, Pyk2 oligo antag, F-actin modifier, HUVEC tox IL1B, FAK inh, LYP inh 2
> CCN(CC)c1ccc(NC(=O)/C=C/c2cc(Br)ccc2OC)cc1
  -15, -8, /, -5, -0.93, -4, -9, 1, 7
> COc1cccc2c1C(=O)CC2NC(=O)C(F)(F)F (configuration not stated)
  0, -13, /, -2, 0.9, 10, -15, 1, 5
> CS(=O)(=O)N(CC(=O)O)c1cc(Cl)cc(Cl)c1
  -20, -14, 4, -6, -0.51, 13, -7, 0, 7
> Cc1cccc2c1N1C(=O)c3c(C(=O)O)cccc3C1CC2C (configuration not stated)
  -24, -7, -2, 4, -0.44, -8, -37, 3, -4
> Cc1ccc2c(c1)CCCN2C(=O)Nc1ccc2c(c1)OCO2
  -14, 13, 0, 17, 0.28, -11, -5, -1, -17
> C=CCn1c(NC)cc(=O)n(C)c1=O
  -50, -24, 6, 6, 0.64, 20, -24, -8, -9
> Cc1nnc(SCC(=O)NCc2ccccc2)s1
  4, -4, -6, -4, -0.1, -20, 10, -1, 7
> CCCC(c1nnnn1Cc1ccco1)N1CCN(C(=O)c2ccco2)CC1 (configuration not stated)
  1, 11, -1, -14, -0.48, 15, 15, 0, 14
> CCOc1cc(C(=O)OCc2ccc(C(=O)OC)o2)cc(Br)c1OC
  /, /, -9, 6, /, -29, -7, -6, -7
> O=C(CNCCO)NC12CC3CC(CC(C3)C1)C2
  3, -5, -2, -10, 1.3, -9, 13, 0, 9

The line under a structure holds: HUVEC tox TNFa, VCAM1 TNFa inh, ERa coact inh, LYP act, Pyk2 oligo antag, F-actin modifier, HUVEC tox IL1B, FAK inh, LYP inh 2
> COc1cc(C(=O)OCC(=O)Nc2ccc(F)cc2F)cc(OC)c1OC
  -18, 13, /, -6, 0.01, -11, -23, 0, 4
> Cc1nc(-c2ccccc2)cs1
  -41, -12, 0, -5, 1.4, /, -4, -3, 7
> COCCCNC(=O)C1CC(=O)N(C2CCCC2)C1 (configuration not stated)
  -18, 13, 0, -4, -0.07, 11, -6, -1, 2
> O=C(CN1CCOCC1)n1c2ccccc2c2ccccc21
  -22, 6, 49, 0, 0.56, -1, -95, 1, 0
> COc1cccc(NS(=O)(=O)c2ccc3[nH]cc(C(=O)NC4CC4)c(=O)c3c2)c1
  -19, -36, 27, -1, 0.28, 7, -2, 1, 2
> O=C(NCCc1ccc2c(c1)OCO2)C1CCN(S(=O)(=O)c2ccc(Cl)cc2)CC1
  3, -3, 3, -5, 0.71, -38, 8, -1, 4
> CCn1c(SCC(=O)NCCc2ccc(F)cc2)nnc1-c1cccs1
  -38, -2, 8[fluorescence artefact?], 7, -0.52, -8, -46, 0, -9
> CCOc1cccc(C2C(C(=O)c3ccco3)=C(O)C(=O)N2Cc2ccncc2)c1 (configuration not stated)
  4, 4, -7, 5, 1.4, 0, -140, -1, -6
> Cc1ccc(NC(=O)CN2CCc3ccccc3C2)cc1
  -12, 11, /, -5, 2.1, -10, -8, 1, 5
> Cc1nc(-c2ccccc2)sc1C(=O)CSc1ccc(F)cc1
  -2, -7, /, -1, -0.1, 11, -21, 1, 5

canonical_smiles	HUVEC tox TNFa	VCAM1 TNFa inh	ERa coact inh	LYP act	Pyk2 oligo antag	F-actin modifier	HUVEC tox IL1B	FAK inh	LYP inh 2
CCc1ccc(CN2C(=O)CCC2(C)C(=O)NC2CCCC2)cc1 (configuration not stated)	-20	8	-1	2	0.14	-3	-21	-1	-3
c1ccc(-c2nnc(CSc3nc4ccccc4[nH]3)o2)cc1	11	4	/	10	1.1	7	10	-6	-12
Cc1c2c(nc3c(C(=O)NC4CCCCC4C)cnn13)CCCC2 (configuration not stated)	-41	5	2	-6	/	-2	-6	-2	6
CCOC(=O)c1cnc2c(Cl)c(Cl)ccc2c1N1CCN(C)CC1	-18	-10	-3	-8	0.47	9	-17	2	7
COc1ccc(S(=O)(=O)N(CCCN2CCCC2=O)Cc2cc3cc(C)c(C)cc3[nH]c2=O)cc1	-6	0	16	0	-0.76	-9	62	13	-2
CCC(=O)N(CC(=O)Nc1sc(C)c(C)c1C(N)=O)C1CCCCC1	8	3	/	1	0.16	4	-13	1	2
Oc1ccc(C(=S)N2CCCCC2)cc1Cl	-3	-2	1	3	1.6	-10	0	0	-11
CN1CC2(C(=O)c3ccccc3)CN(C)CC(C(=O)c3ccccc3)(C1)C2	-14	-3	-9	4	1.4	13	-8	2	-7
CCc1c(C)sc(NC(=O)c2cccs2)c1C(=O)OC(C)C	-3	-17	2	2	0.74	19	27	4	-1
CC(=O)N1CCc2cc(S(=O)(=O)NCCC3=CCCCC3)ccc21	-20	11	-4	-6	1.8	-1	-52	-1	6
Cc1nn(Cc2ccccc2Cl)c(C)c1NC(=O)c1cc(-c2ccc(F)cc2)on1	3	20	/	1	0.71	-9	-7	2	4
Cc1cc2c(cc1C)CSC(c1ccccc1OC(=O)C(C)C)SC2	-22	15	/	-11	-1.1	4	/	-2	15
CCOc1ccc(N2C(=O)CC(N3CCC(NC(=O)Nc4ccccc4)CC3)C2=O)cc1 (configuration not stated)	-14	-9	-11	5	0.26	10	-8	1	-8
O=C1CCCC2=C1C(c1ccccc1)CC(=O)N2c1ccccc1 (configuration not stated)	0	2	1[fluorescence artefact?]	-8	0.53	-35	7	5	6
COc1ccccc1NC(=O)Cn1cnc2c(cnn2-c2ccc(C)c(C)c2)c1=O	-14	17	30[fluorescence artefact?]	-8	1	3	-3	2	5

canonical_smiles	HUVEC tox TNFa	VCAM1 TNFa inh	ERa coact inh	LYP act	Pyk2 oligo antag	F-actin modifier	HUVEC tox IL1B	FAK inh	LYP inh 2
Oc1ccc2ccccc2c1/C=N/c1nc2c(s1)CCCC2	-18	18	/	-3	0.71	-13	11	0	-2
COCc1cc(C)nc(SCC(=O)Nc2cc3c(cc2C#N)OCO3)c1C#N	-36	-6	8[fluorescence artefact?]	0	-0.01	-6	-63	-5	-1
O=C(CSc1nnc(Cc2ccccc2)o1)NCCN1C(=O)CSC1=O	-29	7	-1	4	2.2	-1	-1	1	-7
CCc1nc(SCC(=O)Nc2ccc(C(=O)O)cc2)n[nH]1	-16	10	-6	-2	/	20	-51	-7	2
N#Cc1ccc(C(c2nnnn2CCc2ccccc2)N2CCCCCC2)cc1 (configuration not stated)	-19	-25	5	-4	1.2	14	2	-1	3

High-throughput results: PubChem BioAssay, several laboratories
